Source: PubChem
RXFP1 agonist: activates the human relaxin receptor RXFP1. HEK293T-RXFP1 cAMP TR-FRET, 30 min; response scale: percent of porcine relaxin response, buffer zero. Potency, µM (series often up to 57.5 µM), without a hit: top-dose activation, actives largely listed as activators. 0.3% of 370,000 active. AID 2676; note: % is set by controls: 0 for no effect and ±100 for the full control effect; nearly all actives have a fitted effect of over 60% in size; many of its hits are not listed in these tables
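cAMP rise read by TR-FRET after 30 min, 37C compound exposure (up to 58 uM) in RXFP1-transfected HEK293 cells with Ro 20174 present. EC50 from Hill-equation fits, with 29 nM porcine relaxin as 100% and buffer as basal.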
Vif-APOBEC3F blk: blocks the Vif interaction with APOBEC3F. Potency, µM (top dose mostly 46.1 µM), for the others: top-dose activity, negative = active. AID 602313. HeLa A3F-eYFP + Vif (tagged APOBEC3F with the HIV-1 protein that degrades it), YFP fluorescence increase. 0.2% of 390,000 active; note: % of control where 0% means no effect; nearly all actives have a fitted effect of over 65% in size
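HeLa cells stably expressing Vif plus C-terminally eYFP-tagged A3F were seeded, incubated overnight at 37 deg C, dosed with compound, incubated overnight again at 37 deg C. Yellow fluorescence (Ex 488/Em 500-530) reported blocked Vif-mediated A3F-eYFP degradation.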
TrxR1 substrate: is turned over as a substrate by rat TrxR1; purified TrxR1 substrate turnover, NADPH consumption readout; Potency, µM (series often up to 114 µM), inactives show at the top dose activity change, negative = substrate turnover; 0.01% of 390,000 active; note: % is set by controls: 0 for no effect and ±100 for the full control effect; nearly all actives have a fitted effect of over 50% in size
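Rat TrxR1, dispensed at 90 nM, was prereduced with 400 uM NADPH (final) for 5 min at ~22 deg C, then incubated with compound 15 min before 400 uM selenite. A first-read NADPH fluorescence drop versus no-compound background flagged substrates.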
RGS4 inh: inhibitors of human regulator of G protein signaling 4. P49798. Transcreener GDP fluorescence polarization, RGS4-accelerated GTP hydrolysis. Potency, µM (series often up to 114 µM), inactives show top-dose activity change, negative = inhibition, most hits filed as inhibitors. 0.039% of 390,000 active. AID 504845; note: % is set by controls: 0 for no effect and ±100 for the full control effect; nearly all actives have a fitted effect of over 75% in size; some results filed as inactive show a strong effect at the top dose
Target sequence (P49798 whole entry, looked up): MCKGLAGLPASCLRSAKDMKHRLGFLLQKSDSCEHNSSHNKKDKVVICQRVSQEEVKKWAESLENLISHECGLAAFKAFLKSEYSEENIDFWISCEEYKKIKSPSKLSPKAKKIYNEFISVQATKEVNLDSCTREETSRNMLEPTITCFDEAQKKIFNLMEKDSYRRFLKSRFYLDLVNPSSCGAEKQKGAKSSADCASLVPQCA
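MLSMR compounds (23 nl, pin-transferred) preincubated 10 min at room temperature with a 500nM (2x) first reagent, then RGS4 at 900nM (2x) plus Transcreener GDP mix added; fluorescence polarization (620/688 nm) read before and after 90 min at 30 °C.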
12-LOX inh: ALOX12 (human) lipoxygenase inhibition. P18054. purified 12hLO, xylenol orange hydroperoxide absorbance. Potency, µM (highest dose often 108 µM), without a hit: top-dose activity change, negative = inhibition, usual class: inhibitors. 1.1% of 580,000 active; note: % is set by controls: 0 for no effect and ±100 for the full control effect
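Purified human 12hLO at 150 nM in 25 mM Hepes, 0.01% Triton X-100, pH 7.0, preincubated 15 min at room temperature with compound. Reaction started with 40 uM arachidonic acid, 30 min at room temperature. Hydroperoxide measured by Fe-xylenol orange, 573/405 nm absorbance ratio.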
USP1 inh: USP1/UAF1 (human) deubiquitinase inhibition | O94782 | recombinant USP1/UAF1, Ub-Rhodamine cleavage fluorescence | Potency, µM (top dose mostly 57.1 µM), inactives show at the top dose activity change, negative = inhibition, usual class: inhibitors | 0.23% of 390,000 active | AID 743255; note: % is set by controls: 0 for no effect and ±100 for the full control effect; nearly all actives have a fitted effect of over 60% in size; inactives centre near -12
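Step one: compound is pinned into 1nM USP1/UAF1 in HEPES pH 7.8 buffer with TCEP. Step two: 15 min room-temperature incubation. Step three: Ub-Rho (150nM final) starts cleavage, tracked by fluorescence over six one-minute reads.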
mIDH1 inhibitor: blocks human mutant IDH1 R132H enzyme; O75874; IDH1-R132H enzyme, NADPH consumption, diaphorase/resazurin fluorescence; Potency, µM (highest dose often 76.6 µM), inactives show at the top dose activity change, negative = inhibition, most hits filed as inhibitors; 0.093% of 390,000 active; AID 602179; note: % is set by controls: 0 for no effect and ±100 for the full control effect; nearly all actives have a fitted effect of over 65% in size
Target sequence (O75874 whole entry R132H, stated change not applied): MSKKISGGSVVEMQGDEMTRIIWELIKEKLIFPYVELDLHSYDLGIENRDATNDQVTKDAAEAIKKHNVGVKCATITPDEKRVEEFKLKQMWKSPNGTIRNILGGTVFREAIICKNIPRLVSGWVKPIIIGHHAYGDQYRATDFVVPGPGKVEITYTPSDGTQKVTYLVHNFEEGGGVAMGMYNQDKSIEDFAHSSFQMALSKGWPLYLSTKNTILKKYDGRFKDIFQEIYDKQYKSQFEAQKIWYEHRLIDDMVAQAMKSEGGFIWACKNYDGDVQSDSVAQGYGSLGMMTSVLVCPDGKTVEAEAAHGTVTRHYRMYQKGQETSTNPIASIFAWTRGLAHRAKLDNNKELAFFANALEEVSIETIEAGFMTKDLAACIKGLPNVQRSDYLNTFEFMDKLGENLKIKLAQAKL
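IDH1-R132H (0.5 ug/mL dispensed) in pH 7.5 Tris buffer was preincubated 30 min with compound, then given a substrate mix of 0.016 mM NADPH and 2 mM alpha-KG for 80 min at room temperature; remaining NADPH was read by diaphorase/resazurin fluorescence.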
Vif-APOBEC3G blk: inhibitors of Vif-APOBEC3G interaction; HeLa A3G-eYFP + Vif (tagged APOBEC3G with the HIV-1 protein that degrades it), YFP fluorescence, overnight; Potency, µM (doses to about 46.1 µM), for inactives: at the highest dose activity, negative = active, most hits filed as inhibitors; 0.076% of 410,000 active; AID 602310;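 note: % is set by controls: 0 for no effect and ±100 for the full control effect; nearly all actives have a fitted effect of over 60% in size; hits raise eYFP signal because A3G escapes Vif-driven loss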
Target sequence (Q9HC16 whole entry, looked up): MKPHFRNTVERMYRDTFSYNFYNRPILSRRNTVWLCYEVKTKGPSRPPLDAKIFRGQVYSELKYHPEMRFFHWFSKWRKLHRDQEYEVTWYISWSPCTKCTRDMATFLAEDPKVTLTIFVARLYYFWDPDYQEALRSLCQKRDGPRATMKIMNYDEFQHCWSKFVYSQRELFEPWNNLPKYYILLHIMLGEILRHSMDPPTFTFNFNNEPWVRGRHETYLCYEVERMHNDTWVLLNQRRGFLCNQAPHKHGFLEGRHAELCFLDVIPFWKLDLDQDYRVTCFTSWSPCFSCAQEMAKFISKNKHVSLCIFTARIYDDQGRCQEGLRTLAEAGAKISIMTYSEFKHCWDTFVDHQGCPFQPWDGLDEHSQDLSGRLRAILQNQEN
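Read-out is eYFP fluorescence (Ex 488/Em 500-530) from Vif-expressing HeLa A3G-eYFP cells; more signal means A3G escaped Vif-mediated degradation. Cells plated overnight, compound pinned in, incubated overnight at 37 deg C.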
TrxR1 inh: blocks rat thioredoxin reductase 1; O89049; recombinant rTrxR1, NADPH fluorescence consumption, selenite substrate; Potency, µM (series often up to 114 µM), for inactives: at the top dose activity change, negative = inhibition, usual class: inhibitors; 1% of 390,000 active; AID 588453; note: % is set by controls: 0 for no effect and ±100 for the full control effect; nearly all actives have a fitted effect of over 65% in size
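Rat TrxR1 (90 nM in the dispensed reagent) was pre-reduced with 400 uM NADPH for 5 min at room temperature, then incubated with compound for 15 min. After 400 uM selenite was added, NADPH fluorescence (Ex 340/Em 450 nm) was followed for 8 min.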
Numbers without * were called inactive; ? = inconclusive; · = no result given; & = joins results of further samples; [ ] = remark or other dose. Calls come from the whole dose curve; as a rule, active = well fitted curve in the direction sought with a large enough effect; inconclusive = small, poorly fitted or top-dose-only effect, or another doubt; inactive = no such curve, though single readings can be large; an effect the other way counts as inactive or inconclusive. Potency is the fitted concentration of half-maximal effect. Some of the compounds tested. The share of hits here may be higher or lower than overall.

Start of the listing, in advance (7 entries):
SMILES | RXFP1 agonist | Vif-APOBEC3F blk | TrxR1 substrate | RGS4 inh | 12-LOX inh | USP1 inh | mIDH1 inhibitor | Vif-APOBEC3G blk | TrxR1 inh
O=C(c1ccc(S(=O)(=O)N2CCCC2)cc1)N1CCCc2ccccc21 | 0.0% | -5% | 3%[57.1 µM] | 14% | -6% | -11% | 1% | -1% | 6%[57.1 µM]
Cc1ccc(/C=N/NC(=O)C2(O)c3ccccc3-c3ccccc32)o1 | 1.8% | -13% | 2% | 1% | -19% | -17% | 4% | -3% | -4%
CCCOc1ccc(C2c3c(-c4ccccc4O)n[nH]c3C(=O)N2Cc2cccnc2)cc1 (stereo not given) | -0.1% | -8% | -15% | 13% | -25% | -2% | ? | -11% | -4%
O=C(Nc1ccc(N2CCN(C(=O)c3ccco3)CC2)cc1)C(c1ccccc1)c1ccccc1 | 1.2% | -2% | -4% | 21% | -30% | -8% | 1% | -6% | -1%
Cc1cc(Br)ccc1NC(=O)C1CCN(S(=O)(=O)c2ccc(Br)s2)CC1 | 2.1% | 3% | 0% | 14% | -30% | -8% | -2% | 2% | 10%
Cc1cc(NS(=O)(=O)c2ccc(NC(=O)Cc3ccc([N+](=O)[O-])cc3)cc2)nc(C)n1 | · | 0% | 3% | -11% | -18% | -16% | -3% | -2% | 9%
O=C(CNc1cccc2ccccc12)N/N=C/c1ccc([N+](=O)[O-])o1 | 1.7% | -1% | -15% | 19%[11.4 µM] | -23% | -14% | 5% | -11% | ?

Results, previewed entries included:
SMILES | RXFP1 agonist | Vif-APOBEC3F blk | TrxR1 substrate | RGS4 inh | 12-LOX inh | USP1 inh | mIDH1 inhibitor | Vif-APOBEC3G blk | TrxR1 inh
O=C(c1ccc(S(=O)(=O)N2CCCC2)cc1)N1CCCc2ccccc21 | 0.0% | -5% | 3%[57.1 µM] | 14% | -6% | -11% | 1% | -1% | 6%[57.1 µM]
Cc1ccc(/C=N/NC(=O)C2(O)c3ccccc3-c3ccccc32)o1 | 1.8% | -13% | 2% | 1% | -19% | -17% | 4% | -3% | -4%
CCCOc1ccc(C2c3c(-c4ccccc4O)n[nH]c3C(=O)N2Cc2cccnc2)cc1 (stereo not given) | -0.1% | -8% | -15% | 13% | -25% | -2% | ? | -11% | -4%
O=C(Nc1ccc(N2CCN(C(=O)c3ccco3)CC2)cc1)C(c1ccccc1)c1ccccc1 | 1.2% | -2% | -4% | 21% | -30% | -8% | 1% | -6% | -1%
Cc1cc(Br)ccc1NC(=O)C1CCN(S(=O)(=O)c2ccc(Br)s2)CC1 | 2.1% | 3% | 0% | 14% | -30% | -8% | -2% | 2% | 10%
Cc1cc(NS(=O)(=O)c2ccc(NC(=O)Cc3ccc([N+](=O)[O-])cc3)cc2)nc(C)n1 | · | 0% | 3% | -11% | -18% | -16% | -3% | -2% | 9%
O=C(CNc1cccc2ccccc12)N/N=C/c1ccc([N+](=O)[O-])o1 | 1.7% | -1% | -15% | 19%[11.4 µM] | -23% | -14% | 5% | -11% | ?
Cc1ccc(C(=O)NC(C(=O)Nc2ccccc2)c2ccccc2)cc1 (stereo not given) | 1.7% | -4% | -2% | 16% | -27% | -11% | 1% | -6% | 8%
O=C(NC1CCCCC1)c1cccc(Cn2cc(Cl)cn2)c1 | 0.3% | -7% | -4% | 14% | 51%[activator] | -21% | 2% | -3% | 15%
CCC(=O)Nc1cccc(-c2nc3cc(C)ccc3o2)c1 | 0.1% | 1% | 14%[57.1 µM] | 7% | 0%&0% | -32% | 5% | -4% | 35%[57.1 µM]
COc1ccc(CC(=O)NC(C)c2ccc(Cl)c(Cl)c2)cc1S(=O)(=O)N1CCOCC1 (stereo not given) | · | 3% | -4% | -4% | -3% | -1% | 2% | -3% | -7%
CCN(CC)S(=O)(=O)c1ccc(C(=O)NC2CC(=O)N(c3ccc(OC)c(OC)c3)C2)cc1 (stereo not given) | 0.1% | -2% | 3%[57.1 µM] | -15% | 11%&-7% | -1% | -1% | 1% | 5%[57.1 µM]
CC(C)[C@H](NC(=O)c1ccccc1F)C(=O)Nc1ccc(F)c(F)c1 | -2.5% | -8% | 9%[57.1 µM] | 9% | -1% | ? | 1% | -1% | 7%[57.1 µM]
CCN(Cc1ccccc1)S(=O)(=O)c1ccc(C(=O)N(CCCN(C)C)c2nc3cc(C)cc(C)c3s2)cc1 | 1.3% | -5% | 3%[57.1 µM] | -19% | ? | -17% | -2% | 1% | 15%[57.1 µM]
O=C1CCc2ccccc2N1 | -1.2% | 8% | 5% | -10% | 10% | -19% | -5% | 0% | 28%
S=c1[nH]nc(-c2ccc(Br)cc2)n1-c1ccc2c(c1)OCCO2 | 4.8% | -5% | 4% | -35% | ? | -14% | 3% | -6% | -30%[57.1 µM]
Cc1cc(OC(C)C(=O)N/N=C/CC(C)c2ccccc2)ccc1Cl (stereo not given) | -0.2% | 0% | 1% | -36% | 49%[activator] | -10% | 11% | -7% | 21%
COc1ccc(-c2nn3c(-c4ccccn4)nnc3s2)cc1OC | 10% | -1% | 11%[57.1 µM] | -5% | -3% | -3% | 0% | -1% | 17%[57.1 µM]
O=C(CN1C(=O)COc2ccccc21)NCc1ccc(C(=O)O)cc1 | -1.4% | -1% | -2%[57.1 µM] | 14% | 1% | 3% | 1% | 2% | -8%[57.1 µM]
Cc1cccc(N(C(=O)CNC(=O)c2cccs2)C(C(=O)NC2CCCC2)c2cccnc2)c1 (stereo not given) | -0.3% | -3% | 4% | 5% | 8% | -1% | 1% | 0% | 1%
CCOc1ccccc1NC(=O)Cn1c(=O)n(Cc2ccccc2)c(=O)c2c(C)c(C(=O)N(C)C)sc21 | 2.2% | 1% | -2%[57.1 µM] | 0% | -23% | -22% | -15% | -2% | 1%[57.1 µM]
Cc1ccc(S(=O)(=O)N2CCOCC2)cc1NC(=O)CSc1nnc(C2CC2)n1C1CC1 | 1.7% | -7% | -2% | 1% | ? | -7% | -8% | 0% | 13%
COc1ccc2c(c1)c(C(=O)OCCN(C)C)c(C)n2C | 1.8% | · | 6% | 6% | 0%&7% | 0% | 6% | 0% | 15%
COc1cc2ccccc2cc1C(=O)NCCCN1CCOCC1 | 2.1% | ? | 23%[57.1 µM] | 12% | 21% | -19% | -7% | 1% | 9%[57.1 µM]
CCOC(=O)Cc1csc(NC(=O)c2cc(C)c(C)s2)n1 | 1.1% | 5% | -12% | -45% | ? | -17% | 2% | -1% | -8%
CN(C)/C=N/N(C)c1ncccc1[N+](=O)[O-] | 0.0% | 4% | -4%[57.1 µM] | -10% | ? | -11% | -1% | 0% | -6%[57.1 µM]
CCC(=O)c1cc(F)c(N2CCN(S(=O)(=O)c3ccc(C)cc3)CC2)cc1C | 0.5% | -6% | 5%[57.1 µM] | 3% | 19% | -15% | 7% | 0% | 22%[57.1 µM]
Cc1csc(CNc2ncnc3ccc(-c4cccc(Cl)c4)cc23)c1 | 1.6% | -8% | 4%[57.1 µM] | -5% | ? | · | · | 1% | 43%
CC(=O)c1cccc(NC(=O)C2CCN(S(=O)(=O)c3ccccc3)CC2)c1 | 4.0%&-0.8% | -3%&-1% | 5%&4% | 5%&-14% | 5%&-2% | ? | 5%&-1% | -6%&2% | 5%&13%
CC(C)(CNC(=O)c1ccc(S(=O)(=O)N2CCCC2)cc1)N1CCOCC1 | -1.9% | 15% | -10% | -43% | 12% | -15% | 9% | 3% | 12%[57.1 µM]
Cc1ccc(NS(=O)(=O)c2ccc(Cl)nc2)c(C)c1 | 0.8% | 7% | -3% | 23% | 8% | -5% | 9% | -4% | 8%
CC(=O)Nc1ccc(OCC(=O)NCc2ccccc2)cc1 | -1.3% | -22% | -3% | 3% | 11% | -9% | 0% | 1% | -2%
COc1ccc(C(=O)Nc2c(Cl)cc(Cl)cc2C(=O)NCCN2CCOCC2)cc1 | 0.6% | -3% | 1% | -32% | -25% | -18% | 3% | 1% | 5%
CCOC(=O)[C@H]1[C@H]2COc3cc(OC)ccc3[C@@H]2N2C(=O)c3cc(F)ccc3NC(=O)[C@@]12C | -0.3% | 0% | 4% | -14% | ? | -15% | -13% | -3% | 14%
CC(NC(=O)CN1CCN(CC(=O)Nc2ccccc2Cl)CC1)c1ccc(Br)cc1 (stereo not given) | 1.9% | 1% | -12% | 19% | ? | -19% | 0% | 1% | -7%
CC1CCN(S(=O)(=O)c2ccc3nc(N4CCN(c5ccccc5)CC4)ccc3c2)CC1 | ? | 0%&-2% | 3% | -2%&20% | 9%&-26% | -18%&-2% | -3%&-2% | -1%&4% | 25%
COCCCNC(=O)Nc1ccc(Br)cc1Cl | 0.2% | -8% | 6% | -3% | ? | -13% | 7% | -1% | 15%
COc1ccc(C(=O)Nc2ccc(S(=O)(=O)N3CCN(C)CC3)cc2)cc1 | · | 8% | -2% | 5% | 277%[activator] | -5% | 9% | 2% | -4%
